# Assay outcomes deposited in PubChem by NMMLSC.
# T cell modulator – T cell immune modulation candidate; calls only at 7 µM; 2C CD8+ T cell-vesicle binding, flow cytometry; active compounds read low; actives 0.068% (n = 330,000); AID 2052;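 active = response, share of CD8 T cells binding vesicles, and their 90th percentile fluorescence all below set limits, cut at about 80% in these data, passing the limit was not always enough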
#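 Also added: QL9-peptide-loaded Drosophila micro-vesicles bearing Ld, ICAM-1 and B7-1; Test system: purified 2C TCR transgenic mouse naive CD8+ T cells; Measured by: cytometric PE anti-B7-1 and Alexa647 anti-CD8 signals after 1% paraformaldehyde fixation; Timing: binding step 1.5 h, 37 °C, antibody labelling 20 min, ice.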
# T cell modulator vesicle-bound % – further read-out of T cell modulator, marked with its call; double positive events, %; measured here: CD8+ vesicle-bound cell fraction;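 binding gate set so that unloaded-vesicle control wells show 10% double positive cells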
# * = called active by the depositor; i = inactive. An excerpt. The share of hits here may be higher or lower than overall.
SMILES,T cell modulator,T cell modulator vesicle-bound %
CN(Cc1c(F)cccc1Cl)C(=O)c1ccc(NC(=O)CC2SC(N3CCCCC3)=NC2=O)cc1 (stereo unspecified),i,54
COc1ccccc1N1CCN(c2nc(C)cc(=O)[nH]2)CC1,i,62
Cc1ccc(S(=O)(=O)N2CCN(C(=O)CCc3c[nH]c4ccccc34)CC2)c(C)c1,i,44
O=C(CNC(=O)c1ccc(Br)cc1)NC1CC1,i,48
Cc1ccccc1NC(=O)Cc1nc(COC(=O)c2ccccn2)cs1,i,37
CCOC(=O)C1CCN(C(=O)C(CCSC)NC(=O)COc2ccccc2)CC1 (stereo unspecified),i,36
CC(C)CN1C(=O)C(=O)N(CC(=O)c2ccc3c(c2)OCO3)C1=O,i,9
CC12CCC(=O)N1C(C(=O)N1CCN(S(=O)(=O)c3ccc(Br)cc3Cl)CC1)CS2 (stereo unspecified),i,46
O=C(Nc1cccc(F)c1)c1cc(-c2ccco2)nc2ccccc12,i,50
C=C1CC[C@H](O)C/C1=C/C=C1\CCC[C@]2(C)[C@@H]([C@H](C)/C=C/[C@H](C)C(C)C)CC[C@@H]12,i,26
CCCCOC(=O)c1ccc(NC(=O)C(=O)CC(=O)c2ccc(OC)cc2)cc1,i,21
Cc1ccc(CN2[C@@H](CC3CCCCC3)COCCS2(=O)=O)cc1,i,18
COc1ccccc1C(=O)NCCC(=O)NCc1ccncc1,i,38
N#Cc1ccccc1NC(=O)CN1CCN(Cc2ccccc2)CC1,i,54
COc1ccc(N2CCN(C(=O)COC(=O)c3ccc(-n4nc(C)cc4C)cc3)CC2)cc1,i,33
Cc1ccccc1Nc1nc(N)nc(COC(=O)c2ccc([N+](=O)[O-])o2)n1,i,30
O=C(NCC1CC1)C1(C(F)(F)F)CC(CCc2ccccc2)CCCO1 (stereo unspecified),i,33
CC(C)C(=O)NCCc1nc(-c2ccccc2Cl)no1,i,46
O=C(c1cccc(S(=O)(=O)N2CCN(c3ccccc3)CC2)c1)N1CCCCCCC1,i,58
CN1C(=O)c2oc3ccccc3c(=O)c2C1c1cccnc1 (stereo unspecified),i,29
CC(C)(O)[C@H](O)Cc1cc2ccc(=O)oc2cc1O[C@@H]1O[C@H](CO)[C@@H](O)[C@H](O)[C@H]1O,i,22
C[C@H]1[C@H](c2ccccc2)C[C@@H](C(=O)O)C1(C)C,i,34
O=c1c(-c2ccccc2)c(-c2ccccc2)oc2cc(O)cc(O)c12,i,24
COc1ccc(Cl)cc1C(=O)NNC(=O)COC(=O)c1cccs1,i,37
CC1CC(C)CN(C(=O)c2ccc3ncsc3c2)C1 (stereo unspecified),i,13
O=C(NN=Cc1ccc(F)cc1)c1ccccc1NS(=O)(=O)c1cccs1,i,3
O=C(COC(=O)CC1CC2CCC1C2)Nc1ccccc1Cl (stereo unspecified),i,9
O=C(NCCCc1ccccc1)C1CC1,i,34
COc1ccc(S(=O)(=O)N2CCN(C(=O)c3cc(C)oc3C)CC2)cc1OC,i,22
O=C(O)c1ccc(C=NNC(=O)c2ccccc2NS(=O)(=O)c2cccs2)cc1,i,43
CSC(C(=O)c1cc2ccccc2o1)c1ccccc1 (stereo unspecified),i,12
O=C(c1cccc(Br)c1)N1CCN(c2ccc(N3CCOCC3)nn2)CC1,i,36
O=C(COc1ccc(F)cc1Br)NCCCN1CCCC1=O,i,36
CC(C)CC1NC(=O)N(CC(=O)Nc2ccc3c(c2)OCCO3)C1=O (stereo unspecified),i,29
Cc1cccc(C(=O)NCC(=O)OCc2nc(N)nc(Nc3ccccc3C)n2)c1,i,27
COc1ccccc1C(C)Nc1ccc(S(=O)(=O)N2CCN(C)CC2)cc1[N+](=O)[O-] (stereo unspecified),i,28
CN(C)S(=O)(=O)c1cccc(NC(=O)c2ccc(-n3cncn3)c([N+](=O)[O-])c2)c1,i,42
C[C@H]1CN([C@@H](C)CO)C(=O)Cc2cc(NC(=O)CCC(F)(F)F)ccc2O[C@H]1CN(C)CC1CC1,i,12
COCCN(C(=O)CSc1nnc(-c2ccc(C(C)(C)C)cc2)n1N)c1c(N)n(CC(C)C)c(=O)[nH]c1=O,i,23
Cc1ccc(S(=O)(=O)N2CCN(C(=O)CSc3ncn[nH]3)CC2)c(C)c1,i,50
O=C(CN1C(=O)c2ccccc2S1(=O)=O)Nc1cccc(S(=O)(=O)N2CCCCC2)c1,i,20
COc1ccc(-c2c(-c3ccccc3)n(C)c3ccccc23)cc1,i,15
O=C(CSC1=NS(=O)(=O)c2cc(Cl)ccc2N1)NCc1ccc(F)cc1,i,41
CCCCn1c(N)c(N(CCC(C)C)C(=O)C2CCCO2)c(=O)[nH]c1=O (stereo unspecified),i,32
O=C(c1cc(C2CC2)nn1-c1ccccc1)N1CCN(Cc2ccc(Cl)cc2)CC1,i,45
O=C(CN1C(=O)NC2(CCCC2)C1=O)NCc1ccco1,i,5
CCOc1ccccc1N1CC(C(=O)N(CC)C2CCS(=O)(=O)C2)CC1=O (stereo unspecified),i,28
COc1ccc(S(=O)(=O)N2CCOC23CCN(C(=O)c2ccccc2OC)CC3)cc1,i,53
O=C(CCNC(=O)c1ccc(Cl)cc1)NCc1cccc(C(F)(F)F)c1,i,12
CN(c1ccccc1)S(=O)(=O)c1ccc(C(=O)NCc2ccccc2F)cc1,i,38

# An excerpt from above in order of count of non-hydrogen atoms, largest number first.
SMILES,T cell modulator,T cell modulator vesicle-bound %
C[C@H]1CN([C@@H](C)CO)C(=O)Cc2cc(NC(=O)CCC(F)(F)F)ccc2O[C@H]1CN(C)CC1CC1,i,12
CC12CCC(=O)N1C(C(=O)N1CCN(S(=O)(=O)c3ccc(Br)cc3Cl)CC1)CS2 (stereo unspecified),i,46
O=C(c1cccc(Br)c1)N1CCN(c2ccc(N3CCOCC3)nn2)CC1,i,36
O=C(Nc1cccc(F)c1)c1cc(-c2ccco2)nc2ccccc12,i,50

# Carrying on:
SMILES,T cell modulator,T cell modulator vesicle-bound %
O=C(CSc1n[nH]c(=O)n1C1CC1)c1c[nH]c2ccccc12,i,37
CCc1ccc([C@@H]2CC=C(C(=O)O)[C@H](c3ccc(C)cc3)N2S(=O)(=O)c2ccc(C)cc2)cc1,i,14
O=C1CCC(C(=O)OCc2nnc(-c3ccc(Br)cc3)o2)=NN1,i,36
CCOC(=O)C1CCCN(S(=O)(=O)c2cc3c4c(c2)CCN4C(=O)CC3)C1 (stereo unspecified),i,18
Nc1c(Cl)cc(-c2cn(CCC(=O)O)c(-c3ccc(Cl)nc3)n2)cc1Cl,i,25
C/C=C/c1ccc(OCC(=O)NNC(=O)CN(C)S(=O)(=O)c2ccc(C)cc2)c(OC)c1,i,47
CCCCN(C(=O)C1CCC1)c1c(N)n(CC(C)C)c(=O)[nH]c1=O,i,5
CCCn1c(N)c(C(=O)COC(=O)c2cccc(S(=O)(=O)N3CCOCC3)c2)c(=O)[nH]c1=O,i,55
CCCCCCCCOc1ccc(C(=O)O)cc1,i,24
COc1cc(OC)cc(C(=O)NCC(=O)NCC(c2ccco2)N2CCCCC2)c1 (stereo unspecified),i,35
CC(C)(C)NC(=O)c1cccc(NC(=O)c2ccc3c(c2)C(=O)N(C(C)(C)C)C3=O)c1,i,69
CN(C)C(CNc1ccc(C(N)=O)cc1[N+](=O)[O-])c1ccccc1 (stereo unspecified),i,12
O/N=C(\CN1CCCCC1)c1ccccc1,i,32
COc1cc(CCC(C)NCc2ccccc2)ccc1O (stereo unspecified),i,8
COc1ccc(-c2noc(=O)n2Cc2ccc(C#N)cc2)cc1,i,45
COc1ccc(C(=O)Nc2ccc(S(=O)(=O)N(C)c3ccccc3)cc2)cc1,i,37
OCCCNc1ncnc2oc(-c3ccccc3)c(-c3ccccc3)c12,i,31
Cc1cccc(NS(=O)(=O)c2ccc(C(=O)NCC(c3ccco3)N3CCCCC3)cc2)c1C (stereo unspecified),i,47
CC(Sc1nnc(COc2ccc(Cl)cc2)n1Cc1ccco1)C(=O)N1CCNC1=O (stereo unspecified),i,26
COc1ccc(CC(=O)NCCN2CCOCC2)cc1,i,29

# Grouped by structure: the entries above with an aryl thioether with sulfur outside any ring (four)
SMILES,T cell modulator,T cell modulator vesicle-bound %
COCCN(C(=O)CSc1nnc(-c2ccc(C(C)(C)C)cc2)n1N)c1c(N)n(CC(C)C)c(=O)[nH]c1=O,i,23
Cc1ccc(S(=O)(=O)N2CCN(C(=O)CSc3ncn[nH]3)CC2)c(C)c1,i,50
O=C(CSc1n[nH]c(=O)n1C1CC1)c1c[nH]c2ccccc12,i,37
CC(Sc1nnc(COc2ccc(Cl)cc2)n1Cc1ccco1)C(=O)N1CCNC1=O (stereo unspecified),i,26

# Remaining list, next part
SMILES,T cell modulator,T cell modulator vesicle-bound %
OC(CN1CCN(c2ccc(F)cc2)CC1)c1ccc(Cl)cc1 (stereo unspecified),i,58
Cc1cc(C(C)(C)C)c(OC(=O)[C@@H]2OC(c3ccccc3)=C[C@H]2c2ccccc2)c(C(C)(C)C)c1,i,36
COc1ccc(NC(=O)c2ccccc2N(Cc2ccccc2)S(C)(=O)=O)c(OC)c1,i,42
CC(=O)c1cccc(NC(=O)C(C)OC(=O)c2cccc(S(=O)(=O)N3CCN(C)CC3)c2)c1 (stereo unspecified),i,23
CNc1nc(C)c([N+](=O)[O-])c(Nc2ccc(OC)cc2)n1,i,45
COc1cccc([C@@H]2CC=C(C(=O)O)[C@H](c3ccc(Cl)cc3)N2S(=O)(=O)c2ccc(C)cc2)c1,i,48
COc1ccc(NC(=O)CN(C)C(=O)c2cccc(S(=O)(=O)N3CCCc4ccccc43)c2)cc1,i,22
COc1ccccc1NC(=O)C(C)Sc1nnc2ccccn12 (stereo unspecified),i,42
COc1cc(/C=C2\C(=N)N3N=C(S(C)(=O)=O)SC3=NC2=O)cc(OC)c1OCCOc1ccccc1C,i,23
Cn1c(N)c(C(=O)COC(=O)/C=C/c2ccc(Cl)c(Cl)c2)c(=O)n(C)c1=O,i,47
COc1cccc(N2CC(C(=O)N3CCC4(CC3)CC(=O)c3ccccc3O4)CC2=O)c1 (stereo unspecified),i,27
Cc1cc(C)n2nc(C(=O)OCC(=O)N(C)C3CCCCC3)nc2n1,i,55
O=C(NCc1ccccc1Cl)[C@@H]1CCCN1S(=O)(=O)c1ccc(Cl)cc1,i,33
NC(=O)c1ccnc2c(O)cccc12,i,27
CC(=O)c1cccc(S(=O)(=O)N2CCn3cccc3C2C)c1 (stereo unspecified),i,39
Cc1nc(-c2ccc(NC(=O)C(C)(C)C)cc2)c(-c2ccccc2)o1,i,7
CN(Cc1ccc(C(C)(C)C)cc1)C(=O)c1ccc2c(=O)n3c(nc2c1)CCC3,i,62
Cn1nc(C(=O)N2CCN(c3ccccn3)CC2)c2ccccc2c1=O,i,36
O=C(Nc1ccccc1N1CCCCC1)c1ccc(-c2cc(Cl)ccc2Cl)o1,i,25
COC(=O)C(Cc1c[nH]c2ccccc12)NC(=O)c1cncc(Br)c1 (stereo unspecified),i,21

# The closing three compounds of the part above come first, to join the parts.
SMILES,T cell modulator,T cell modulator vesicle-bound %
Cn1nc(C(=O)N2CCN(c3ccccn3)CC2)c2ccccc2c1=O,i,36
O=C(Nc1ccccc1N1CCCCC1)c1ccc(-c2cc(Cl)ccc2Cl)o1,i,25
COC(=O)C(Cc1c[nH]c2ccccc12)NC(=O)c1cncc(Br)c1 (stereo unspecified),i,21
COc1ccccc1NC(=O)Nc1nc(CC(=O)NCc2c(F)cccc2F)cs1,i,42
COc1ccc(CNc2ccc(S(=O)(=O)N3CCN(C)CC3)cn2)cc1OC,i,8
COc1ccc(C(=O)CC(=O)C(=O)Nc2cccc([N+](=O)[O-])c2C)cc1,i,37
c1cc(-c2cc3cc(N4CCOCC4)ccc3o2)cs1,i,33
Cc1ccc(NC(=O)c2nc[nH]c2C(=O)N2CCc3ccccc3C2)cc1,i,36
O=C(CSc1nccc2ccccc12)N1CCN(Cc2ccc3c(c2)OCO3)CC1,i,29
CSCCC(NC(=O)COc1ccccc1)C(=O)N(C)CC(=O)Nc1c(C)cccc1C (stereo unspecified),i,55
O=C(O)C1CCCN1S(=O)(=O)c1ccc(F)cc1 (stereo unspecified),i,58
CN(CC(=O)Nc1cccc(F)c1)C(=O)c1ccc(C2SCCS2)cc1,i,27
O=C(COC(=O)c1ccccc1OC(F)F)Nc1ccc2[nH]c(=O)[nH]c2c1,i,44
CCCCc1nnc(NC(=O)CCc2ccccc2)s1,i,56
O=C(COC(=O)COc1ccccc1)Nc1ncc(Cl)cc1Cl,i,48
Cc1sc2ccccc2c1CNC[C@H]1O[C@@H](n2cnc3c(N)ncnc32)[C@H](O)[C@@H]1O,i,13
COC(=O)[C@]1(C)N[C@H](CN(C)S(=O)(=O)c2ccc(C(F)(F)F)cc2)[C@@H]2C(=O)N(C)C(=O)[C@@H]21,i,6
CCOC(=O)[C@H]1[C@H]2COc3ccc(OC)cc3[C@H]2N2C(=O)CNC(=O)[C@@]12C,i,26
O=C(NCC1CCCN1S(=O)(=O)c1ccccc1)c1cccc(Cl)c1 (stereo unspecified),i,38
CC1(C)Cc2cccc(Oc3cc(NN4CCCCC4)c([N+](=O)[O-])cc3[N+](=O)[O-])c2O1,i,19
COc1ccc(F)cc1C1=CC(=O)C[C@H](c2ccc3c(c2)OCO3)C1,i,43
CCCn1c(N)c(C(=O)CSc2nc3ncc(Cl)cc3[nH]2)c(=O)[nH]c1=O,i,43
O=C(NC1CCCc2ccccc21)c1cc(F)cc(F)c1 (stereo unspecified),i,48
COc1ccc2oc(C(=O)OCC(=O)N3CCCC(C)C3)c(C)c2c1 (stereo unspecified),i,59
COc1ccc(C(=O)NCCS(=O)(=O)NCc2ccccc2)cc1,i,5
